CXCR6 inh = inhibitors of human CXCR6 receptor; O00574; CHO-K1 PathHunter CXCR6 beta-arrestin, luminescence; inhibition, % at 20 µM; 0.36% of 360,000 active; in the data active = inhibition above about 34%, passing the limit was not always enough;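 note: antagonist mode with CXCL16 agonist at 10 nM final; 0% = 10 nM CXCL16 with DMSO and 100% = unstimulated wells without agonist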
UBC13 inh = blocks human UBC13 polyubiquitin chain formation; P61088; TR-FRET; inhibition, % at 20 µM; 0.47% of 330,000 active; AID 485273; in the data active = inhibition above about 45%, passing the limit was not always enough
Target sequence (P61088 whole entry, looked up): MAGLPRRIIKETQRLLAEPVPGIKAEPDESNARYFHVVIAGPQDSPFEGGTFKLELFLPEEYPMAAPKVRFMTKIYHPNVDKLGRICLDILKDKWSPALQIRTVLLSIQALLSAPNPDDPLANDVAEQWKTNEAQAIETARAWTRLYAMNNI
APJ antag = blocks the human apelin receptor APJ. inhibition, % at 20 µM. 0.32% of 330,000 active. CHO-K1 APJ beta-arrestin complementation, luminescence;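 active = inhibition above about 40% at 20 µM, limit read from the data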;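 note: cells challenged with 10 nM apelin-13 agonist together with compound; plate controls were apelin-13 plus DMSO wells for no effect and DMSO wells lacking apelin-13 for full effect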
Jurkat NFkB inh = inhibitors of the PMA/ionomycin-induced NF-kB reporter in Jurkat cells | inhibition, % at 4 µM | PMA/ionomycin-induced NF-kB luciferase reporter, luminescence | 0.53% of 330,000 active; in the data active = inhibition above about 50%
CCR6 antagonist = antagonists of human CCR6 receptor | P51684 | CHO-K1 CCR6 PathHunter beta-arrestin, luminescence, CCL20-stimulated | inhibition, % at 20 µM | 0.49% of 340,000 active | AID 493098;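 active = compounds whose inhibition of the agonist-driven luminescence signal at 20 µM reaches about 50%, limit read from the data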;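 note: cells stimulated with CCL20 at 14 nM final; plate controls were DMSO with CCL20 for no effect and DMSO without agonist for full effect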
Target sequence (P51684 whole entry, looked up): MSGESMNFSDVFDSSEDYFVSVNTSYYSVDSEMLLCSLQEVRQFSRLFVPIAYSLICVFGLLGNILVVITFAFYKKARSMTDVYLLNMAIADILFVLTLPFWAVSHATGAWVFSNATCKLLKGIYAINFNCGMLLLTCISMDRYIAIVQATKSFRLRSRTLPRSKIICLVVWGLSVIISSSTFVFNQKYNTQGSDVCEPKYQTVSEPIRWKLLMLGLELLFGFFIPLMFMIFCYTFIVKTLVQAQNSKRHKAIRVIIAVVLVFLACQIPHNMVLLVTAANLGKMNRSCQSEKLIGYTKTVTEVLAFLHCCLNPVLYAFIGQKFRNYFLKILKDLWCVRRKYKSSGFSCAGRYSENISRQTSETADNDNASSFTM
697 NFkB inh = inhibitors of the PMA/ionomycin-induced NF-kB reporter in 697 B cells; 697 B-cell NF-kB luciferase reporter, 16 h; inhibition, % at 4 µM; 0.33% of 330,000 active; AID 435022; in the data active = inhibition above about 35%
Gli-Sufu antag = blocks Gli-Sufu signaling in a luciferase reporter | 0.74% of 340,000 active | inhibition, % at 5 µM | AID 588413 | Sufu-KO-LIGHT fibroblasts, Gli luciferase reporter luminescence;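 active = inhibition above about 55%, limit read from the data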;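 note: 0% = DMSO-treated cells and 100% = wells with medium but no cells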
EBI2 block = blocks human EBI2 receptor beta-arrestin signaling | P32249 | EBI2 beta-arrestin recruitment, luminescence, 7a,25-OHC stimulated | inhibition, % at 5 µM | 0.81% of 360,000 active | AID 651636; in the data active = inhibition above about 38%;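 note: enzyme fragment complementation signal reports receptor beta-arrestin coupling in cells; 0% = agonist plus DMSO wells and 100% = wells without agonist; some results beyond the cut were filed as inactive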
Target sequence (P32249 whole entry, looked up, the tested form may be a part): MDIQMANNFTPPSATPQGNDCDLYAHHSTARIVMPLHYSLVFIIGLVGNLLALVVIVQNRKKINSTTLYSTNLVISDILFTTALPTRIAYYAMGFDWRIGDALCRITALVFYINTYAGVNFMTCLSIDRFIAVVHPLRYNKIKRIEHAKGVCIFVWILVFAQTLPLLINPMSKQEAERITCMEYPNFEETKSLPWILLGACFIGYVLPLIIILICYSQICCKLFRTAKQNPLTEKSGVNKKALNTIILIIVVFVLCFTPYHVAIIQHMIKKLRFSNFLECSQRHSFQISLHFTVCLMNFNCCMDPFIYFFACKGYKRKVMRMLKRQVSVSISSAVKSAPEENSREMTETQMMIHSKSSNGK
The depositor's hits bear a star; · = not tested or not shown; & = joins results of further samples.

SMILES	CXCR6 inh	UBC13 inh	APJ antag	Jurkat NFkB inh	CCR6 antagonist	697 NFkB inh	Gli-Sufu antag	EBI2 block
CCN1CCN(Cc2ccc(NC(=O)c3cc(NC(=O)c4cncc(-c5ccc(C#N)cc5)c4)cc(OC)c3)cc2C(F)(F)F)CC1	3&7	118*	1	-7	17	22	10	-38&-18
COC(=O)C1(Cc2ccccc2)NC(c2ccc(F)cc2)C2C(=O)N(C)C(=O)C21 (stereo unspecified)	-6	2	-9	-1	2	-25	3	5
Cc1ccc(C)c(C(=O)CCC(=O)N2CCN(c3ncccn3)CC2)c1	1	2	13	-4	10	-20	3	-9
COc1ccc(NC(=O)CN(C)CC(=O)NC2CCCCC2C)cc1 (stereo unspecified)	-1	2	2	-25	1	5	-5	6
CN(C)c1ccc(-c2cc([C@H]3[C@@H]4C=CCC[C@@]4(C)C(=O)N3Cc3ccccc3)ccc2F)cc1	5	2	-2	22	12	5	12	13
COC(=O)c1ccc(C(c2c(C)[nH][nH]c2=O)c2c(C)[nH][nH]c2=O)cc1	2	-14	4	-27	-1	9	10	6
CCC(C)NC(=O)CN1C(=O)NC2(CCOc3ccccc32)C1=O (stereo unspecified)	-3	4	16	6	14	0	28	-6
Cc1nnc(NC(=O)C23CC4CC(CC(C4)C2)C3)s1	-7	2	-3	2	0	12	5	-12
CCC(C(=O)Nc1ncccn1)(C(F)(F)F)C(F)(F)F	1	-5	-13	-4	14	13	-5	-10
Cc1ccc(OCC(=O)Nc2ccccc2C(=O)N2CCCC2)cc1	2	-3	10	6	17	12	2	-5
COc1ccc(Cl)cc1N=Cc1c(O)cc(C)oc1=O	5	7	-8	-6	6	-1	-4	-15
C/C(=N\Nc1c(F)c(F)c(Br)c(F)c1F)c1ccncc1	3	5	2	4	0	3	11	5

Given with each value named: 2 of the compounds above.
> Cc1ccc(C)c(C(=O)CCC(=O)N2CCN(c3ncccn3)CC2)c1
  CXCR6 inh: 1
  UBC13 inh: 2
  APJ antag: 13
  Jurkat NFkB inh: -4
  CCR6 antagonist: 10
  697 NFkB inh: -20
  Gli-Sufu antag: 3
  EBI2 block: -9

> COc1ccc(NC(=O)CN(C)CC(=O)NC2CCCCC2C)cc1 (stereo unspecified)
  CXCR6 inh: -1
  UBC13 inh: 2
  APJ antag: 2
  Jurkat NFkB inh: -25
  CCR6 antagonist: 1
  697 NFkB inh: 5
  Gli-Sufu antag: -5
  EBI2 block: 6

Other structures follow:
SMILES	CXCR6 inh	UBC13 inh	APJ antag	Jurkat NFkB inh	CCR6 antagonist	697 NFkB inh	Gli-Sufu antag	EBI2 block
CCCCn1c(N)c(N(C)C(=O)c2ccc(-n3cccn3)cc2)c(=O)[nH]c1=O	-2	4	4	-5	5	13	-3	4
CCOC(=O)C1=NNC2(CC(=O)N(c3cccc(C)c3)C2=O)C1 (stereo unspecified)	3	-2	13	-6	-3	-13	3	-1
CC(=O)c1cccc(NS(=O)(=O)c2ccc3c(c2)N(C(C)=O)CCO3)c1	5	2	12	-3	10	-15	9	-4
CC(C)(C)c1ccc(C(=O)O/N=C(\N)c2ccccn2)cc1	-12	-1	-43	59*	7	-63	86*	-17
CCOc1ccc(/C=C2\SC(=S)N(CCC(=O)Nc3ccccc3C(=O)O)C2=O)cc1	9	-13	-1	-4	8	3	-4	8
Cc1ccn2c(C(=O)NNC(=O)Nc3ccc(Cl)cc3)c(C)nc2c1	-2	-5	9	11	-6	15	-6	-11
Cc1cc(C)n(C(=O)CCCCCC(=O)n2nc(C)cc2C)n1	-2	1	-6	-20	8	-25	2	11
O=C(NCc1ccccc1)C(=O)NCC1OCCN1S(=O)(=O)c1ccc([N+](=O)[O-])cc1 (stereo unspecified)	-21	3	-42	10	-31	23	-1	-7
O=C(CN(c1ccccc1)S(=O)(=O)c1ccccc1)NCCSCc1ccco1	2	7	15	4	-4	-4	-6	10
Cc1cccc(CS(=O)(=O)c2ncc(Cl)c(C(=O)Nc3ccc(F)cc3)n2)c1	57*	12	30	2	79*	-64	1	31
Cc1cccc(OCC(=O)Nc2nnn(C)n2)c1C	-7	10	13	4	-1	22	12	5
CNC(=O)CSc1nnc(SCCC(=O)O)s1	5	-2	-1	18	3	-32	0	-7

Gathered by group, the entries above containing two or more sulfur atoms
SMILES	CXCR6 inh	UBC13 inh	APJ antag	Jurkat NFkB inh	CCR6 antagonist	697 NFkB inh	Gli-Sufu antag	EBI2 block
CCOc1ccc(/C=C2\SC(=S)N(CCC(=O)Nc3ccccc3C(=O)O)C2=O)cc1	9	-13	-1	-4	8	3	-4	8
O=C(CN(c1ccccc1)S(=O)(=O)c1ccccc1)NCCSCc1ccco1	2	7	15	4	-4	-4	-6	10
CNC(=O)CSc1nnc(SCCC(=O)O)s1	5	-2	-1	18	3	-32	0	-7

Later entries.
SMILES	CXCR6 inh	UBC13 inh	APJ antag	Jurkat NFkB inh	CCR6 antagonist	697 NFkB inh	Gli-Sufu antag	EBI2 block
O=C(N/N=C\c1ccc([N+](=O)[O-])o1)C1COc2ccccc2O1 (stereo unspecified)	-2	-14	-23	6	-8	2	2	-8
CCN(CC(=O)Nc1c(F)cccc1F)C(=O)Cc1n[nH]c(=O)c2ccccc12	-3	3	7	-4	-3	12	1	-10
CCOC(=O)C1(C)NC(c2cccc(C)c2)C2C(=O)N(c3ccccc3)C(=O)C21 (stereo unspecified)	4	-2	18	-6	12	2	1	-1
CN(C)C=NC(=O)c1ccc(N2CCN(c3ncc(C(F)(F)F)cc3Cl)CC2)cc1	10	5	11	5	-26	21	0	-9
O=C(Nc1ccc(Oc2ccc(Cl)cc2)c(Cl)c1)c1cc(I)cc(I)c1O	-2	-33	8	-2	16	-6	-32	14
COc1ccc(C(=O)CSc2ccc(-c3ccco3)nn2)cc1	0	-8	-24	5	-6	-10	7	10
c1ccc(-c2nc3ccccc3c3nc4ccccc4n23)cc1	-1	32	-31	2	12	-4	19	12
Cc1ccc2c(c1)CCCN2CC(=O)N(C)c1c(N)n(Cc2ccccc2)c(=O)[nH]c1=O	2	-20	-4	-12	9	10	-8	4
CCOc1ccc(N2C(=O)C3ON(c4ccccc4)C(c4cccs4)C3C2=O)cc1 (stereo unspecified)	-2	4	-15	-5	15	20	-13	-8
Cc1cccn2c(=O)c3cc(C(=O)NCc4ccco4)c(=N)n(C(C)C)c3nc12	-4	-13	3	4	18	-12	19	3
O=C(CCCN1C(=O)/C(=C/c2ccco2)SC1=S)Nc1ccccc1C(=O)O	9	-10	-43	-2	26	12	4	0
Cc1cc(C)cc(N(C(=O)c2csnn2)C(C(=O)NC2CCCCC2)c2ccncc2)c1 (stereo unspecified)	-1	2	-6	-5	12	14	-13	-5
CC(C)c1nnc(-c2ccc(Cl)cc2)c(N(C)C)n1	10	6	-3	-5	0	-15	-6	0
COc1cc(NC(=O)CSc2nc3ccccc3n2-c2ccccc2)c(C)cc1[N+](=O)[O-]	1	-11	1	-4	-5	-8	31	23
CC1CC(C)CN(C(=O)C2CCN(S(=O)(=O)c3c(Cl)cccc3Cl)CC2)C1 (stereo unspecified)	0	-1	-3	7	9	2	8	-6
CCOP(=O)(OCC)C(NCc1ccccc1)c1ccc(Br)cc1 (stereo unspecified)	12	0	6	-28	5	-11	3	10
Nc1ncc(Br)cc1S(=O)(=O)Nc1ccccc1F	3	-1	-1	5	3	-10	-10	-15
O=C(N/N=C/c1ccco1)c1cc(=O)[nH]c2ccccc12	0	-14	-10	-3	10	8	6	-7
NC(=O)[C@@H]1CC2(CC(c3cccc(NC(=O)[C@H]4CCC(=O)N4)c3)=NO2)CN1C(=O)COc1ccc(Cl)cc1 (stereo partly specified)	-6	4	22	-1	-6	15	1	-4
CSc1c(-c2ccccn2)c(N)nn1C(=O)C1CC1	-8	6	5	-4	-9	-20	-1	-3
CCOC(=O)c1sc(NC(=O)C2=COCCO2)c(C#N)c1C	8	-9	14	1	2	2	-14	7
C1CC1C(=NN=C(C1CC1)C1CC1)C1CC1	-3	·	·	·	-5	·	2	0
CCOC(=O)c1cc(-c2ccc3c(c2)OCO3)nc2onc(C)c12	5	25	19	5	-30	14	13	8
CNC(=O)C1CC(=O)N(Cc2ccc(OC)c(OC)c2)C(=Nc2ccc(OC)cc2)S1 (stereo unspecified)	14	1	-6	-8	6	20	1	-1
O=C(NCc1ccc(F)cc1)C1CCCN(S(=O)(=O)c2cccc3nonc23)C1 (stereo unspecified)	-3	-3	-11	-10	3	1	47	10
O=C(/C=C/c1ccc([N+](=O)[O-])cc1)NCCN1C(=O)S/C(=C\c2ccc(F)cc2)C1=O	2	-2	8	-6	-4	-24	-4	23
Cc1nc(CS(=O)c2ccc(Cl)cc2)cc(N2CCOCC2)n1 (stereo unspecified)	4	6	14	-4	-14	0	1	-7
COc1cccc(CNC(=O)CCNS(=O)(=O)c2ccc(Br)s2)c1	6	3	4	14	9	-1	7	-4
CC(NS(=O)(=O)c1cccc(C(=O)NCc2ccncc2)c1)c1ccccc1 (stereo unspecified)	2	2	0	5	-2	13	3	9
COc1cc(Br)c(-c2sc(Nc3ccccc3)n[n+]2-c2ccccc2)cc1OC	-3	27	-1	-26	13	-6	1	3
O=C(N/C(=C\c1ccc([N+](=O)[O-])cc1)C(=O)N1CCCCC1)c1ccccc1Br	2	-9	-16	-4	-8	22	4	-8
O=C(NCCCN1CCOCC1)c1c(F)cccc1F	1	16	18	-7	-18	12	2	6
Cc1cc(C(=O)CSc2nc3ccccc3[nH]2)c(C)n1CC1CCCO1 (stereo unspecified)	-5	4	-27	-77	-43	-176	43	-97
COc1cc(C(=S)N2CCCC2)cc(OC)c1OC	-1	-5	3	10	0	-1	-9	-3
COc1ccc2cc(/C=N/O)c(Cl)nc2c1	4	13	3	-3	-9	-25	26	-12
N#Cc1nc(-c2ccc(Cl)cc2)oc1NCC1CCCO1 (stereo unspecified)	2	9	18	-6	-5	-16	-6	-5
CCOC(=O)N1CCN(C(=O)CSc2nnc(Cn3c(=O)sc4ccccc43)n2C)CC1	-2	3	-1	-3	-20	10	-12	-1
O=C(COC(=O)CCN1C(=O)C2CC=CCC2C1=O)NCCc1ccc(F)cc1 (stereo unspecified)	-5	2	-16	0	3	16	-11	-15
COc1ccc(CNc2c(C(=O)O)cnc3c2cnn3C)cc1	10	8	15	7	18	13	-2	1
CCOC(=O)c1nnn(-c2nonc2-n2cccc2)c1CCl	-16	14	1	-9	-20	14	-50	-8
COC(=O)c1c(N)sc(C(=O)N2CCOCC2)c1C	-3	-8	-7	-10	0	7	-51	-6
CCOc1ccc(C2/C(=C(\O)c3c(C)[nH]c(C(=O)OC)c3C)C(=O)C(=O)N2CCN(C)C)cc1 (stereo unspecified)	2	-16	31	0	-10	-14	-10	-3
Cc1ccc(C)c(-n2c(-c3ccc4c(c3)OCO4)n[nH]c2=S)c1	-3	14	-15	9	3	-4	-11	-1
CCC(=O)Nc1nnc(S(=O)(=O)N(C)Cc2ccco2)s1	7	4	4	5	13	9	-12	8
COc1cc2c(cc1OC)C(=O)N1[C@H]3c4cc(C)ccc4OC[C@@H]3[C@H](c3ccccc3)[C@]1(C)C(=O)N2	7	3	6	19	2	8	3	1
O=C(c1ccco1)N1CCN(C(c2ccc(Cl)cc2)c2nnnn2CC2CCCO2)CC1 (stereo unspecified)	-1	-1	-2	-4	-9	7	0	-15
O=C(Nc1ccccc1F)C1CCCN(S(=O)(=O)c2ccc(-n3cnnn3)cc2)C1 (stereo unspecified)	-7	-4	12	-2	11	20	9	-3
Cc1ccccc1C(=O)NC1CCN(CC(=O)NCc2cccs2)CC1	-8	14	9	15	1	1	8	-2
CN(C(=O)CSc1ncccc1C(=O)O)c1ccccc1	-8	-1	-4	10	1	23	-5	-2
COC(=O)C1NN=C(C(=O)c2ccc(Cl)cc2)C1c1ccc(OC)cc1 (stereo unspecified)	27	1	65*	5	58*	-6	5	12
CN(C(=O)Cn1nc(C(=O)O)c2ccccc2c1=O)c1ccccc1	2	5	15	7	12	17	-10	3
O=c1c2ccccc2sc2ccc(NCCCN3CCOCC3)cc12	-13	-31	-119	-112	22	-79	-17	-7
O=C1NN(c2ccccc2)C(=O)/C1=C/c1coc2ccccc2c1=O	-14	-26	1	-68	6	-109	0	-5
Cc1cccc(C)c1NC(=O)NN(C(=O)c1ccccc1)C(C)(C)C	-2	-1	-1	5	3	9	9	-9
O=C(c1ccc(-n2cccn2)cc1)N1CCN(c2ncccc2C(F)(F)F)CC1	-3	1	-2	-1	16	-1	9	87*
CCOC(=O)c1c(NC(=O)CSc2nnc(-c3c[nH]c4ccccc34)n2CCOC)sc2c1CCCCC2	11	-8	3	6	1	-15	-2	8

Screening results as filed in PubChem BioAssay.
